Screening data from PubChem.
KLK5 inh: human KLK5 protease inhibitors, primary screen, biochemical, 1536-well. Kallikrein-5 (Homo sapiens), Q9Y337. recombinant hK5, fluorogenic AMC substrate cleavage. inhibition, % at 5 µM. 0.59% of 210,000 active;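 active = inhibition of 40% or more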;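 note: 0% = enzyme controls without compound and 100% = no-enzyme blanks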
Target sequence (Q9Y337 67-293 limits assumed): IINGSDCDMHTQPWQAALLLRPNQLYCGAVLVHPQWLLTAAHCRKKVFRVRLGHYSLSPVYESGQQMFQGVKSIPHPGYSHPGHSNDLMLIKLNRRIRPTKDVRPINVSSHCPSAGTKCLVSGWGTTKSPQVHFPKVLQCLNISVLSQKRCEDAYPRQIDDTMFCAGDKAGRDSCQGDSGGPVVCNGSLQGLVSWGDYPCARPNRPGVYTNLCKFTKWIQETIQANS
FXIa inh 1536: human FXIa protease inhibitors, primary screen, biochemical, 1536-well. inhibition, % at 5 µM. purified FXIa, Boc-Glu-Ala-Arg-AMC fluorogenic substrate. Coagulation factor XI (Homo sapiens), P03951. AID 798, 2007. 0.14% of 220,000 active;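 active = inhibition of at least 40%; inactive = inhibition below 40%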;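 note: fluorescence of freed AMC excited at 355 nm; 0% = enzyme without compound and 100% = no enzyme blank; many of its hits are not listed in these tables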
FXIIa inh: human FXIIa protease inhibitors, primary screen, biochemical, 1536-well | Coagulation factor XII (Homo sapiens), P00748 | purified FXIIa, Boc-QGR-AMC fluorogenic substrate, 2 h | inhibition, % at 5 µM | 0.3% of 220,000 active; in the data active = inhibition above about 40%;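 note: 0% = enzyme with no compound and 100% = blank without enzyme; many of its hits are not listed in these tables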
Runt-CBFb FRET: inhibitors of RUNX1 Runt–CBFb binding, primary screen, biochemical, FRET, Cerulean-Runt, Venus-CBFb, uHTS | Runt-related transcription factor 1 (Homo sapiens) + Core-binding factor subunit beta … | Cerulean-Runt/Venus-CBFb FRET ratio 530/480, 1 h | inhibition, % at 20 µM | 0.46% of 220,000 active | AID 1496, 2009;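 active = inhibition over about 50% at 20 µM in the single-dose screen, limit read from the data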;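 note: 0% = DMSO wells and 100% = excess unlabeled CBFb competitor control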
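Reagent – Venus-CBFb binding partner, 100 nM · Assay system – Cerulean-tagged RUNX1 Runt domain (FRET donor) fusion protein · Input – 100 nM per protein · Incubation – two 1 h room-temperature incubations shielded from light · Measured by – FRET fluorescence · Medium – Tris buffer pH 7.5 with salts and BSA · Benchmarks – unlabeled CBFb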
thrombin 1536: human alpha-thrombin inhibitors, primary screen, counter-screen for coagulation protease inhibitor project, biochemical, 1536-well, fluorogenic AMC substrate; AID 1046, 2008; inhibition, % at 5 µM; Boc-VPR-AMC fluorogenic substrate cleavage; Prothrombin (Homo sapiens), P00734; 0.26% of 220,000 active;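 active = inhibition at or above 40%; inactive = inhibition below 40%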;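 note: 0% = enzyme with no compound and 100% = wells without enzyme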
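System: Human alpha-thrombin protein | Medium: pH 7.5 Tris (50 mM) with NaCl 150 mM, Tween 20 0.05% | Times: Enzyme reaction carried out at room temperature | Detection: AMC fluorescence, 355/460 nm | Evaluation: Percent inhibition scaled between no-compound controls and no-enzyme blanks | Benchmarks: Enzyme without compound as high, wells lacking enzyme as low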
14-3-3 Bad inh: inhibitors of 14-3-3 zeta/Bad binding, primary screen, biochemical, TR-FRET, bovine 14-3-3 zeta | 14-3-3 protein zeta/delta (Bos taurus), P63103 | TR-FRET 14-3-3zeta/Dy647-pBad peptide displacement, 1 h | inhibition, % at 21.7 µM | 0.71% of 220,000 active;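 active = inhibition above about 70%, limit read from the data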;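 note: 0% = full 14-3-3 plus peptide FRET controls and 100% = background without 14-3-3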
Target sequence (P63103 whole entry, looked up): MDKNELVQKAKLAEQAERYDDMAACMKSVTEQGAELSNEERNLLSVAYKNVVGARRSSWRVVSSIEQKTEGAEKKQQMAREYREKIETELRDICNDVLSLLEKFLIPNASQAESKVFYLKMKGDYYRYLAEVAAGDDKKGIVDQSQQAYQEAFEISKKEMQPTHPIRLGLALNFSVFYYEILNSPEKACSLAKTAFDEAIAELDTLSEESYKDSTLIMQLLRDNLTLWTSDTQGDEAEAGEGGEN
Wee1 degr inh: Wee1 degradation inhibitors, primary screen, cell-based, HeLa, Wee1K328M-luciferase, luminescence; reporter increase, % at 5 µM; 1.2% of 220,000 active; HeLa Luc-Wee1K328M stability; 100% = proteasome inhibitor MG132 effect; Wee1-like protein kinase (Homo sapiens), P30291;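 active = activation above the mean of all tested compounds plus 3 SD, set per screening run, cut at about 8.8% in these data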;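 note: cells exposed to compound for 20 h before luminescence read; 0% = DMSO alone and 100% = MG132 at 30 µM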
Target sequence (P30291 whole entry K328M): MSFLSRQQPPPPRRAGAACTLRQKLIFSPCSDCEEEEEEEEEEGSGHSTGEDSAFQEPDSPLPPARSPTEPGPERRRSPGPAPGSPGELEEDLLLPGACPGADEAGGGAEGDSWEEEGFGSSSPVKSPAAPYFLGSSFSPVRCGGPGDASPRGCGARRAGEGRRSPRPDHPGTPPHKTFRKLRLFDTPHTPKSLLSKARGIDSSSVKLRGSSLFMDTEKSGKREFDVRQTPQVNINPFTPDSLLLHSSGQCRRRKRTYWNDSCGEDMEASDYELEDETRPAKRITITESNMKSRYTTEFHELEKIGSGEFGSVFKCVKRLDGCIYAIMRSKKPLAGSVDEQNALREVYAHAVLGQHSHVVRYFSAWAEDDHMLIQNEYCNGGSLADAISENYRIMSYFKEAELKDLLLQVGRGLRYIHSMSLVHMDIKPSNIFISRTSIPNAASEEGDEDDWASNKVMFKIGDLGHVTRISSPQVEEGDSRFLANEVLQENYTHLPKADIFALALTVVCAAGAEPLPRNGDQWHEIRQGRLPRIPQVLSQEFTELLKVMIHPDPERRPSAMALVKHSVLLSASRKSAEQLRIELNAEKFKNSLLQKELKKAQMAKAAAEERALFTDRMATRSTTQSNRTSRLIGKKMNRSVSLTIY
Runt-SMMHC FRET: inhibitors of RUNX1 Runt–CBFb-SMMHC binding, primary screen, biochemical, FRET, Cerulean-Runt, Venus-CBFb-SMMHC, uHTS; Runt-related transcription factor 1 (Homo sapiens) + Core-binding factor subunit beta …; Cerulean-Runt/Venus-CBFb-SMMHC FRET ratio 530/480, 1 h; inhibition, % at 20 µM; 0.74% of 220,000 active;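 active = mean inhibition across duplicate retests at 20 µM reaching about 50%, limit read from the data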;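 note: 0% = DMSO wells and 100% = wells with excess untagged CBFb-SMMHC; inhibitors lower the FRET ratio by blocking Runt binding to CBFb-SMMHC; some results filed as inactive read as strong as hits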
Hck-Nef inh: inhibitors of Nef-activated human Hck kinase, primary screen, biochemical, Z-Lyte FRET, 384-well, Hck-YEEI | 0.68% of 220,000 active | Tyrosine-protein kinase HCK (Homo sapiens), P08631 | inhibition, % at 20 µM | Recombinant Hck-YEEI plus Nef, Z-Lyte FRET kinase assay;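 active = Hck-Nef kinase inhibition above about 50%, limit read from the data; inactive = inhibition below that limit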;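 note: 0% = DMSO with Hck plus Nef and 100% = Hck alone without Nef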
Starred values were filed as active, the others as inactive; / = not tested or not shown; [ ] = dose if it differs, or a comment.

SMILES | KLK5 inh | FXIa inh 1536 | FXIIa inh | Runt-CBFb FRET | thrombin 1536 | 14-3-3 Bad inh | Wee1 degr inh | Runt-SMMHC FRET | Hck-Nef inh
Cc1onc(-c2c(Cl)cccc2Cl)c1C(=O)NC(C)(C)CO | -4 | -2 | 6 | 0 | -8 | 12 | -2 | -4 | 1
O=C(OCC(=O)N1CCN(S(=O)(=O)c2ccccc2)CC1)c1ccc([N+](=O)[O-])o1 | 0 | 2 | 6 | 1 | -3 | -12 | -1 | 2 | 23
Cc1cc(C)c(-c2cc(NC(=O)CSc3nncn3C)n(-c3ccccc3)n2)cc1C | -6 | 6 | 20 | -7 | 3 | -12[fluorescence artefact?] | 2 | -6 | 3
Cc1sc2nc(CN3CCN(c4ccc(O)cc4)CC3)[nH]c(=O)c2c1C | 2 | 0 | 5 | 54* | -2 | 6 | 5 | -4 | -7
CCn1cc(C2=NC(CCSC)CO2)c2ccccc21 (stereo not drawn) | 8 | 6 | 14 | 1 | 7 | -4 | 2 | 0 | 6
COCCCNC(=S)Nc1ccc(CC(=O)O)cc1 | -11 | 9 | 9 | -3 | -5 | 11[fluorescence artefact?] | -2 | -2 | 2
CCOC(=O)C1CCN(CCC(=O)Nc2ccccc2Cl)CC1 | -8 | 8 | 14 | -3 | 2 | 16 | -1 | 1 | -8
Nc1ccc(OC(=O)Nc2ccc(O)cc2)cc1 | 1 | -2 | 2 | 33 | -3 | -1 | -3 | 0 | -1
O=C1N(Cc2cccc(Cl)c2)C[C@@H]2C[C@@H](c3ccc4nonc4c3)N3CCC[C@@]123 | -8 | -6 | 4 | 0 | 1 | -2 | -1 | -2 | 14
O=C(NN1CCN(Cc2ccccc2)CC1)c1ccc(N2CCOCC2)c([N+](=O)[O-])c1 | 0 | 2 | 3 | -2 | -5 | -8 | 4 | 3 | 26
COc1ccccc1-c1c(-c2ccc(OCC(=O)NN)cc2O)n[nH]c1C(F)(F)F | -15 | 4 | 8 | -2 | -9 | 5 | 3 | -1 | 3
O=C(NCc1cccs1)C(=O)NCC(c1ccco1)N1CCN(c2ccc(F)cc2)CC1 (stereo not drawn) | -10 | -6 | 0 | 0 | 0 | -10 | -1 | -6 | 13
Cc1c(Nc2nc(-c3ccccc3)cs2)c(=O)n(-c2ccccc2)n1C | -9 | -9 | 1 | -6 | -13 | -8[fluorescence artefact?] | -2 | 2 | 0
COc1cc(OC)c(S(=O)(=O)Nc2ccc(C(=O)N3CCCC3)cc2)cc1NC(C)=O | 0 | 0 | 8 | 2 | -8 | -17 | 0 | 5 | 18
CC(=O)Nc1cc(C(=O)OCC(=O)c2ccccc2)ccc1C | -14 | -12 | -9 | -2 | -9 | -2[fluorescence artefact?] | 2 | -5 | 0
Cc1ccc(S(=O)(=O)Cc2ccccc2Cl)cc1 | -10 | 4 | 12 | 0 | -13 | -1 | 0 | 0 | 3
O=C(O)c1cccnc1Cl | -10 | 6 | 3 | -2 | -4 | 3[fluorescence artefact?] | -4 | 0 | 2
CCc1cccc(C)c1NC(=S)N(CCN(C)C)C(C)c1ccco1 (stereo not drawn) | -1 | -2 | 11 | -1 | -1 | -2 | 1 | 2 | 17
O=C(NCc1ccccc1)c1cccc(Br)n1 | -6 | 5 | 14 | -3 | 2 | -11 | -4 | 1 | 0
CCO[C@@H]1OC(C(=O)NCc2ccccc2)=C[C@H](c2coc3ccccc3c2=O)[C@H]1CCCO | 4 | 1 | 6 | -2 | 1 | -5 | -1 | -3 | 8

Gathered by group: the entries above containing an NH in an aromatic ring
SMILES | KLK5 inh | FXIa inh 1536 | FXIIa inh | Runt-CBFb FRET | thrombin 1536 | 14-3-3 Bad inh | Wee1 degr inh | Runt-SMMHC FRET | Hck-Nef inh
Cc1sc2nc(CN3CCN(c4ccc(O)cc4)CC3)[nH]c(=O)c2c1C | 2 | 0 | 5 | 54* | -2 | 6 | 5 | -4 | -7
COc1ccccc1-c1c(-c2ccc(OCC(=O)NN)cc2O)n[nH]c1C(F)(F)F | -15 | 4 | 8 | -2 | -9 | 5 | 3 | -1 | 3

The results go on.
SMILES | KLK5 inh | FXIa inh 1536 | FXIIa inh | Runt-CBFb FRET | thrombin 1536 | 14-3-3 Bad inh | Wee1 degr inh | Runt-SMMHC FRET | Hck-Nef inh
CCOC(=O)c1[nH]c2ccccc2c1NC(=O)c1ccc(S(=O)(=O)N2CCOCC2)cc1 | -6 | 8 | 12 | -4 | 5 | 2 | -2 | 0 | 6
NC(N)=N/N=C/c1ccc(Cl)c(Cl)c1 | 2 | 14 | 4 | 1 | 0 | -3 | 6 | 0 | 17
CCOC(=O)C1=C(CC)Nc2ccccc2N=C1NC(=O)c1cc(S(=O)(=O)N(C)C)ccc1Cl | -9 | -1 | 0 | 2 | -3 | 7 | 0 | -2 | -2
CCN1CCCc2cc(CN(CCN3CCOCC3)C(=S)Nc3ccccc3C)ccc21 | -21 | -27 | -1 | 0 | 0 | -6 | -2 | -2 | 57*
CC(Sc1ccc(Cl)cc1)C(=O)NCC1CCCO1 (stereo not drawn) | -3 | -3 | 7 | 1 | -1 | 1 | 0 | 1 | 1
CC(C)[C@H](NC(=O)Cc1ccccc1)C(=O)OCc1cc(=O)n2c(n1)sc1ccccc12 | -34 | -3 | 8 | -3 | -14 | -1 | 0 | -4 | 8
NC(=O)NC(=O)CSc1nnc(-c2ccco2)n1Cc1ccccc1 | 2 | -3 | 5 | 0 | -4 | -14 | -1 | 3 | 0
C/C(=N\NC(=O)CSc1nc2nc(C)cc(C)n2n1)c1ccccc1 | 4 | -3 | 0 | 2 | 3 | 12 | -1 | -4 | -23
Cc1cccc(OCCCC(=O)Nc2ccc(N3CCOCC3)cc2)c1 | -12 | -4 | 4 | 2 | -2 | -6 | -2 | -3 | 1
Cc1cc(N2CC(=O)N(CCc3ccccc3)C(=O)C2)n2ncnc2n1 | -7 | 3 | 19 | 1 | 1 | 2 | 0 | 3 | -2
CC(C)(C)NC(=O)c1ccc(Sc2ccccc2)c([N+](=O)[O-])c1 | 10 | 12 | 2 | 2 | 9 | -8 | -1 | -2 | 1
COc1ccc(/C=C/C(=O)NCCN2CCOCC2)cc1OC | -13 | -6 | 1 | -1 | -7 | -10 | -3 | 2 | 11
Cc1cc(C(=O)NC2CCCc3ccccc32)c(C)o1 (stereo not drawn) | 0 | 1 | 11 | -1 | -2 | 5 | -2 | 1 | 3
Cc1cc(NC(=O)COC(=O)c2ccc(F)c(S(=O)(=O)N3CCOCC3)c2)no1 | 1 | -5 | 3 | -1 | -5 | 11[fluorescence artefact?] | -2 | -152 | -9
CC(C)Cn1c(N)c(C(=O)COC(=O)c2cccc(F)c2)c(=O)n(C)c1=O | -7 | -10 | 3 | 1 | -25 | -5 | -3 | -1 | 20
OC(COc1ccccc1)CN1C2=NCCCN2c2ccccc21 (stereo not drawn) | -1 | -1 | -6 | 0 | -1 | 5 | 2 | 0 | -1
CN(CC(=O)Nc1ccc(S(=O)(=O)N2CCCC2)cc1)Cc1ccc(Cl)c(Cl)c1 | -6 | 3 | 11 | 0 | -8 | -7[fluorescence artefact?] | -1 | 0 | 0
CC(C)OC(=O)c1c(NC(=O)c2cnn3c2NC(c2ccccc2)CC3C(F)F)sc2c1CCCC2 (stereo not drawn) | -94 | -9 | -14 | -2 | 3 | -8 | 0 | 2 | -2
CC(C)(C)c1ccc(S(=O)(=O)Nc2ccc(Cc3ccncc3)cc2)cc1 | -13 | 2 | 4 | -3 | -14 | -2 | 3 | 4 | 4
CCOC(=O)CN(C)C(=O)CCc1nnc(-c2ccsc2)o1 | 4 | -2 | 9 | 0 | -4 | -7 | 0 | 4 | 23

With a hit mark in Hck-Nef inh (from the list above):
Molecule | KLK5 inh | FXIa inh 1536 | FXIIa inh | Runt-CBFb FRET | 14-3-3 Bad inh | Wee1 degr inh | Runt-SMMHC FRET | Hck-Nef inh
CCN1CCCc2cc(CN(CCN3CCOCC3)C(=S)Nc3ccccc3C)ccc21 | -21 | -27 | -1 | 0 | -6 | -2 | -2 | 57*

Later entries:
SMILES | KLK5 inh | FXIa inh 1536 | FXIIa inh | Runt-CBFb FRET | thrombin 1536 | 14-3-3 Bad inh | Wee1 degr inh | Runt-SMMHC FRET | Hck-Nef inh
Cc1cc(/C=C\c2ccccc2)nc2ccccc12 | 50* | 32 | 24 | -1 | 6 | 0 | -1 | 2 | 10
C=CCn1c(C2CC(=O)N(c3ccc(C)cc3)C2)nc2ccccc21 (stereo not drawn) | -22 | -10 | 1 | -1 | -14 | 2[fluorescence artefact?] | 2 | 2 | 0
O=C(NCCCN1CCCCC1)C1CCC(=O)N1CCc1ccccc1 (stereo not drawn) | 2 | -27 | 7 | 2 | -4 | 8 | 5 | 3 | 0
CC(C)OC(=O)/C(=C\c1cccnc1)NC(=O)c1ccccc1 | -13 | 3 | 0 | 0 | -2 | -2 | 0 | 1 | -5
CC(N=Cc1nc(-c2ccccc2)oc1O)c1ccccc1 (stereo not drawn) | -9 | -10 | 9 | -2 | 4 | -11[fluorescence artefact?] | -3 | 0 | 2
CC1/C(=N/O)C(CN(C)C)C2CC1C2(C)C (stereo not drawn) | 11 | -5 | -7 | -1 | -1 | 13[fluorescence artefact?] | -1 | -3 | 13
O=C(CCc1nnc(Cc2ccc(-c3ccccc3)cc2)o1)NCCc1cccnc1 | / | 6 | 16 | 0 | 2 | -13 | 0 | 2 | 5
COC(=O)C1=NN(C(=O)c2ccccc2)C(C)(O)C1 (stereo not drawn) | -22 | -5 | 7 | 0 | -3 | -8[fluorescence artefact?] | 4 | -2 | 1
COC(=O)c1ccccc1NC(=O)C1CC(=O)N(c2ccccc2)C1 (stereo not drawn) | -1 | 6 | 13 | -2 | -2 | 12[fluorescence artefact?] | -2 | 0 | -1
CC(C)CCN1CCN(Cc2ccc(C#CCCO)cc2)CC1CCO (stereo not drawn) | / | 1 | 14 | 1 | -1 | -12 | 1 | 1 | 7
CC1=C(C#N)C2(O)C(=O)c3ccccc3C2(O)N1 (stereo not drawn) | 1 | -3 | 0 | 0 | -13 | -10 | -3 | -1 | 15
C=CCc1ccccc1OCCn1ccnc1 | 5 | 5 | 6 | -2 | 0 | 49 | -2 | 1 | 1
CCOC(=O)c1c(C)[nH]c(C)c1C(=O)CSc1nc2ccccc2n1CCOC | 11 | -12 | -3 | 0 | -11 | -2 | 0 | 0 | 1
Cn1c(=O)c2c(nc(NCc3ccc4c(c3)OCO4)n2C)n(C)c1=O | -11 | -7 | 4 | -1 | -5 | 6 | -1 | 2 | 3
